PhoP GFP inhibition – Inhibition of PhoP regulon, Salmonella typhi GFP reporter cells, confirmation, 4 h (AID 1850). Salmonella Typhi PhoP-promoter GFP reporter, fluorescence, 4 h; higher % means a stronger effect. one-dose inhibition, % at 50 µM; IC50 in µM for titrated hits. 310,000 compounds, 0.33% hits; in the data active = a potency from the dose series; inconclusive = inhibition mostly from about 25% at the one dose, without a potency; inactive = the rest, 99 in 100 with inhibition below about 19%;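 note: 0% = induced wells with vehicle and 100% = uninduced wells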
VEEV TC-83 Vero – inhibitors of VEEV TC-83 cytopathic effect, confirmation, Vero cells (AID 588727); Vero cells, VEEV TC-83 cytopathic effect inhibition; higher % means a stronger effect; inhibition, % at 20 µM, or IC50 in µM where a hit was titrated; 350,000 compounds, 0.13% hits; in the data active = a potency from the dose series; inconclusive = inhibition mostly from about 14% at the one dose, without a potency; inactive = the rest, 99 in 100 with inhibition below about 12%; note: strong numbers were not always called active
tuberculosis growth – growth inhibition of non-replicating M. tuberculosis (AID 488890) | 320,000 compounds, 0.39% hits | Mycobacterium tuberculosis non-replicating, growth inhibition; higher % means a stronger effect | one-dose inhibition, % at 25 µM; IC50 in µM for titrated hits; in the data active = a potency from the dose series; inconclusive = inhibition mostly from about 82% at the one dose, without a potency; inactive = the rest, 99 in 100 with inhibition below about 76%;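 note: plate controls were DMSO cells for no effect and high antibiotic wells for full effect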
H37Rv inhibition – M. tuberculosis growth inhibition, HTS (AID 449762); M. tuberculosis H37Rv growth inhibition, 7H9 media; higher % means a stronger effect; inhibition, % at 25 µM; hits with a dose series show IC50 in µM; 330,000 compounds, 0.59% hits; in the data active = a potency from the dose series; inconclusive = inhibition above about 70% without an active follow-up result;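 note: bacterial growth assessed after seven days of incubation; strong numbers were not always called active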
influenza NS1A – H1N1 influenza NS1A inhibitors, functional cell based assay (AID 504329). NS1A functional cell-based assay, percent inhibition; higher % means a stronger effect. inhibition, % at 12.5 µM; hits with a dose series show IC50 in µM. 340,000 compounds, 0.3% hits; in the data active = a potency from the dose series; inconclusive = inhibition above about 27% without an active follow-up result; note: strong numbers were not always called active
VEEV TC-83 Vero 10K pilot screen – second read-out of VEEV TC-83 Vero, no call of its own (marks repeat the call); inhibition, %; measured here: 10K pilot screen inhibition
Starred values were filed as active, the others as inactive; i = inactive; u = inconclusive; x = not tested or not shown.

SMILES	PhoP GFP inhibition	VEEV TC-83 Vero	tuberculosis growth	H37Rv inhibition	influenza NS1A	others
CC1(C(=O)N/N=C/c2ccc([N+](=O)[O-])o2)CC1(Br)Br (stereo not drawn)	2%	1.0%	63%	u	10%
COCCNC(=O)C(C)Oc1ccc(Cl)cc1Cl (stereo not drawn)	-5%	0.3%	35%	-3%	3%
O=[N+]([O-])c1cc([N+](=O)[O-])c(Oc2cc(F)cc(F)c2F)cc1NN1CCCCC1	-4%	0.3%	-5%	-7%	-2%
Cc1ccc(NC(=O)COC(=O)CC2CCCC2)cc1F	x	i	u	5%	-3%
Cc1ccc2[nH]c3c(=O)n(Cc4ccccn4)cnc3c2c1	-2%	2.5%	-6%	-6%	-16%
O=C(Nc1ccc(Oc2cccnc2)cc1)c1ccc([N+](=O)[O-])cc1	-5%	0.0%	56%	4%	9%	VEEV TC-83 Vero 10K pilot screen=0.2
CCN(CC)S(=O)(=O)c1ccc(C)c(N=C=S)c1	13%	1.0%	7%	-1%	-3%
Cc1cc(NC(=O)CCCN2C(=O)/C(=C/c3ccccc3Cl)SC2=S)no1	-17%	7.2%	39%	51%	-9%
CCOC(=O)C1(Cc2ccccc2C)CCCN(C(=O)c2ccc3nccnc3c2)C1 (stereo not drawn)	-6%	8.1%	20%	2%	17%
CC(C)NC(=S)N1CCn2c(nc3ccccc32)C1	-4%	i	-11%	0%	-2%
CC(C)C(=O)Nc1ccc(N2CCN(S(C)(=O)=O)CC2)cc1	-10%	0.6%	1%	1%	1%
Cc1nnc(SC2CC(=O)N(c3ccccc3)C2=O)s1 (stereo not drawn)	5%	2.1%	23%	-2%	-17%
Cc1ccc(NC(=O)CN(C)C(=O)c2ccc(NS(=O)(=O)c3cccc([N+](=O)[O-])c3)cc2)cc1	x	0.2%	10%	-8%	-3%
Cc1ccc(NC(=O)C(C)N2C(=O)c3ccccc3C2=O)cc1S(=O)(=O)N1CCOCC1 (stereo not drawn)	x	0.6%	x	x	3%
CCOc1ccccc1NC(=O)Nc1ccc(Br)cn1	-2%	i	-20%	0%	4%
COc1ccc(C(=O)NCC(=O)NCC(=O)OCc2ccc(Cl)cc2)cc1	-12%	i	-1%	9%	6%
CCOc1ccc(N2CC(C(=O)NCCN3C(=O)S/C(=C\c4cccnc4)C3=O)CC2=O)cc1 (stereo not drawn)	-2%	3.4%	3%	0%	4%
O=C(O)c1cc2ccccc2c2cc(Br)ccc12	-3%	i	14%	6%	-7%
CN(c1ccccc1)S(=O)(=O)c1ccc2[nH]c(=O)[nH]c2c1	-5%	1.1%	1%	-5%	-2%
O=C1CN(C(=O)/C=C/c2ccco2)c2ccccc2N1	6%	1.8%	18%	-3%	-9%
CC(NC(=O)CN(C)CC(=O)Nc1cccc(F)c1)c1ccccc1 (stereo not drawn)	x	2.0%	32%	-9%	-13%
Cc1csc(=NC(=O)c2ccccc2)n1CCO	-6%	4.7%	8%	-15%	-5%
COc1ccc(NS(=O)(=O)c2ccc3c(c2)N(C(C)=O)CCO3)c(OC)c1	-1%	0.4%	8%	3%	0%
Cc1nn(C)c(Oc2ccc(Cl)cc2)c1C(=O)Nc1ccc(F)cc1F	-5%	i	27%	3%	6%
CC1CCCC(NC(=O)COC(=O)CCSc2ccccc2)C1C (stereo not drawn)	158%	i	59%	-7%	2%
CCOc1c2ccc(C(=O)N[C@H](C)C3CCCCC3)cc2nn1CCOC	-7%	i	-11%	-9%	-5%
CCCCN(CCCNC(=O)C1CCN(S(=O)(=O)N2CCOCC2)CC1)Cc1ccccc1	x	1.5%	x	x	-7%	VEEV TC-83 Vero 10K pilot screen=0.0
CC(C)N1CCN(Cc2ccccc2C(F)(F)F)CC1CCO (stereo not drawn)	2%	1.6%	6%	0%	1%	VEEV TC-83 Vero 10K pilot screen=0.3
CC(=O)N1C(=S)NC(=O)/C1=C1/C(=O)N(CC(=O)Nc2cccc(C)c2)c2ccccc21	4%	2.2%	-7%	11%	-3%
COC(=O)c1nc(N)sc1-c1ccc(Cl)c(Cl)c1	-18%	i	-5%	8%	-7%
CC(C)(C)NC(=O)C[C@H]1C[C@H](C(=O)N2CCCCC2)[C@@]2(C)c3[nH]c4cc(-c5ccco5)ccc4c3CCN2C1=O	x	3.6%	x	x	-4%
COc1ccc(S(=O)(=O)Nc2ccccc2C(=O)N2CCOCC2)cc1OC	-14%	0.4%	-6%	-8%	11%
O=C(Cn1cncn1)N/N=C/c1ccccc1O	139µM*	i	41%	1%	22µM*
O=C(OCC(=O)N1CCCCCC1)c1ccc([N+](=O)[O-])cc1Cl	-1%	i	u	u	-2%
CN(C(=O)c1cccc(C#N)c1)c1nnc(-c2cnccn2)s1	0%	1.4%	-11%	-11%	14%
Cc1ccc(C)c(OCC(O)CN2CCC(CN3C(=O)c4cccc5cccc(c45)C3=O)CC2)c1 (stereo not drawn)	u	i	u	u	-7%
CCN(CC)c1cc2nc(C)n(Cc3ccccc3)c(=O)c2cc1NC(=O)C1CC1	5%	7.8%	34%	-7%	2%
Cc1ccc(-c2ccc(/C=C3\C(=O)ON=C3c3ccccc3)o2)c([N+](=O)[O-])c1	2%	i	u	10%	-8%
CCOc1ccc(N(CC(=O)O)S(=O)(=O)c2ccc(F)cc2)cc1	-2%	i	15%	-4%	3%
COc1ccc(CSc2nnnn2C)cc1F	9%	1.2%	-2%	-2%	-4%
COc1ccc(SC[C@H](Cc2ccccc2)N2CC[C@@H](NC(=O)OCc3ccccc3)CCC2=O)cc1	x	0.1%	34%	2%	-7%
COc1ccc(S(=O)(=O)N2CCCCCC2)cc1C(=O)N(C)Cc1c(F)cccc1Cl	x	1.3%	20%	-19%	-13%
CCCCN1CCC(COC(=O)c2cc(Cl)c(N)c3c2OCCO3)CC1	5%	0.4%	1%	-10%	0%
COc1ccc(/C=N\NS(=O)(=O)c2ccc(C)cc2)cc1COc1ccccc1[N+](=O)[O-]	2%	1.8%	-3%	-2%	8%
Cc1ccc(C)c(N2C(=O)CN=C2Nc2ccccc2Cl)c1	1%	i	8%	-5%	7%
O=C(CCCC(=O)N(c1ccc2c(c1)OCCO2)C(C(=O)NC1CCCCC1)c1ccc(F)cc1)Nc1ccccn1 (stereo not drawn)	3%	i	17%	-9%	-9%
Cn1c(=O)[nH]c2c(nc(-c3ccc(Cl)cc3)n2C)c1=O	1%	1.0%	6%	5%	-6%
CCOc1ncccc1C(=O)NCc1ccc(C)cc1	9%	1.7%	51%	2%	-10%
Cc1ccc(C)c(N2CCN(C(=O)c3ccc(Cl)c(NC4=NC5CS(=O)(=O)CC5S4)c3)CC2)c1 (stereo not drawn)	0%	2.3%	21%	-3%	-3%
COCCn1nnnc1SCC(=O)c1ccc(F)cc1	1%	1.7%	24%	-1%	2%
O=C(CN(c1cccc([N+](=O)[O-])c1)S(=O)(=O)c1ccccc1)N(Cc1ccccc1)Cc1ccccc1	-4%	7.1%	5%	-3%	-4%
Nc1ccnn1C1CCNCC1	-8%	i	-12%	-2%	2%
Cn1c(SCC(=O)Nc2ccc(F)cc2)nnc1C1CC1	14%	i	-23%	-4%	-7%
O=C1C(Cc2ccccc2)Nc2ncnc(N3CCN(c4ccccc4)CC3)c2N1Cc1ccc(Br)cc1 (stereo not drawn)	x	0.9%	36%	1%	14%
Cc1ccc(N2CC(C(=O)NCCS(=O)(=O)N3CCN(c4ccc(F)cc4)CC3)CC2=O)cc1 (stereo not drawn)	-6%	0.5%	2%	-5%	-7%
COCCCNC(=O)c1ccc(S(=O)(=O)c2ccc(C)cc2)c(NC(C)=O)c1	-4%	0.1%	-6%	2%	-10%
O=C(Nc1cccc(Cl)c1Cl)Nn1cnnc1	-7%	2.3%	-10%	-2%	4%
O=C(NN1C(=O)C2C3C=CC(O3)C2C1=O)c1cccc(O)c1 (stereo not drawn)	-25%	0.2%	-5%	1%	-1%
CN1CCN(c2ccc(NC(=O)c3ccc(Br)o3)cc2)CC1	0%	3.9%	x	-4%	-8%
COc1ccc2ccccc2c1/C=N/NC(=O)c1sc(N)c(C#N)c1C	-3%	i	6%	-2%	0%
Carrying on:
SMILES	PhoP GFP inhibition	VEEV TC-83 Vero	tuberculosis growth	H37Rv inhibition	influenza NS1A	others
N=c1c2c(ncn1CCCO)Oc1ccc3ccccc3c1C2c1ccccc1 (stereo not drawn)	13%	0.9%	29%	-4%	x
CC1CC(C)CN(CCCNC(=O)c2cn(C)c3ccc(S(=O)(=O)N4CCCC4)cc3c2=O)C1 (stereo not drawn)	7%	i	-3%	-10%	2%
CN(C)CCCN(C(=O)c1sc2ccccc2c1Cl)c1nc2ccc(F)cc2s1	-8%	i	-1%	0%	27%
CN=C(Nc1ccc2c(c1)OCO2)SC1CC(=O)N(c2ccccc2)C1=O (stereo not drawn)	14%	2.5%	-12%	-2%	4%
CCOC(=O)C(NCc1ccc(OC)cc1)(NC(C)=O)C(F)(F)F (stereo not drawn)	6%	1.1%	-2%	1%	-10%
O=C(NCCCN1CCN(Cc2ccccc2)CC1)C1CCN(S(=O)(=O)N2CCC3(CC2)OCCO3)CC1	6%	0.8%	-3%	-5%	-23%
CCOC(=O)c1nsnc1NCCCl	-1%	1.1%	35%	4%	-6%
O=C(CCc1nnc2ccc(NCc3ccccc3Cl)nn12)N1CCC2(CC1)OCCO2	11%	i	11%	3%	2%
O=C(CN1CCOCC1)Nc1ccc(Cl)c(Cl)c1	-2%	0.5%	-6%	-8%	-6%
COC(=O)c1ccc2c(=O)[nH]c(CCl)nc2c1	-6%	u	39%	38%	2%
COc1ccc(-c2ccc3c(N)c(C(=O)NC(C)C)sc3n2)cc1OC	3%	13%	0%	6%	x
CO/N=C(/CNC(=O)c1ccccc1Cl)c1ccc(Cl)cc1	-9%	i	-34%	4%	-4%
COc1ccccc1CC(NC(C)=O)C(=O)N1CCN(C(=O)c2cccs2)CC1 (stereo not drawn)	-3%	0.4%	-11%	-9%	-1%
Cc1ccc(S(=O)(=O)N2CCOCC2)cc1NC(=O)COC(=O)c1ccc2c(c1)OCCO2	-7%	7.1%	22%	1%	-1%
CCOC(=O)Nc1sc(C(=O)N(CC)CC)c(C)c1C(=O)OCC	2%	5.0%	-2%	-5%	1%
COc1ccc(CNC(=O)Cn2ncn3c(cc4ccccc43)c2=O)cc1	-4%	i	-10%	-11%	9%
Cc1ccc2c(c1)nnn2C1CCN(S(=O)(=O)c2cccc(S(=O)(=O)N(C)C)c2)CC1	3%	4.0%	14%	-18%	-2%	VEEV TC-83 Vero 10K pilot screen=2.6
Cc1ccc(OCC(=O)Nc2oc(-c3ccccc3)c(-c3ccccc3)c2C#N)cc1	-3%	1.5%	4%	-4%	11%
COc1ccc(C2Nc3ccccc3C(=O)N2c2ccc(C)cc2)cc1Cn1nc(C)c([N+](=O)[O-])c1C (stereo not drawn)	15%	6.0%	60%	6%	-3%
O=C(Cc1ccccc1)N1CCN(c2ncccn2)CC1	7%	5.6%	-11%	5%	-5%

Reprinted from the results shown (6 entries):
SMILES	PhoP GFP inhibition	VEEV TC-83 Vero	tuberculosis growth	H37Rv inhibition	influenza NS1A	others
CN(C)CCCN(C(=O)c1sc2ccccc2c1Cl)c1nc2ccc(F)cc2s1	-8%	i	-1%	0%	27%
CN=C(Nc1ccc2c(c1)OCO2)SC1CC(=O)N(c2ccccc2)C1=O (stereo not drawn)	14%	2.5%	-12%	-2%	4%
CCOC(=O)C(NCc1ccc(OC)cc1)(NC(C)=O)C(F)(F)F (stereo not drawn)	6%	1.1%	-2%	1%	-10%
O=C(NCCCN1CCN(Cc2ccccc2)CC1)C1CCN(S(=O)(=O)N2CCC3(CC2)OCCO3)CC1	6%	0.8%	-3%	-5%	-23%
CCOC(=O)c1nsnc1NCCCl	-1%	1.1%	35%	4%	-6%
O=C(CCc1nnc2ccc(NCc3ccccc3Cl)nn12)N1CCC2(CC1)OCCO2	11%	i	11%	3%	2%

Going on with the list.
SMILES	PhoP GFP inhibition	VEEV TC-83 Vero	tuberculosis growth	H37Rv inhibition	influenza NS1A	others
COc1ccc(N=Cc2c(O)n(C)c(=O)[nH]c2=O)cc1	-9%	0.2%	5%	u	-1%
O=c1c2ccccc2cnn1Cc1nnc(-c2cccs2)o1	13%	0.4%	16%	-10%	7%
CCN1CCCC1CNC(=O)Cn1cc2c(n1)CCC(C)C2 (stereo not drawn)	-6%	0.9%	15%	-6%	8%
O=C(O)c1ccc2nc(CO)[nH]c2c1	-9%	2.0%	-9%	-11%	-6%
O=C(c1cc2n(n1)C(C(F)(F)F)CC(c1ccco1)N2)N1CCc2ccccc2C1 (stereo not drawn)	-1%	8.4%	28%	43%	-17%

Screening data (PubChem BioAssay)
